Assay outcomes deposited in PubChem BioAssay by several laboratories.
SRC2 TRFRET art = TR-FRET signal artefacts, primary screen, artefact control for PPARgamma SRC-2 agonist project, biochemical; TR-FRET artefact counter-screen; stronger effect = higher value; TR-FRET ratio at 8 µM; 0.4% of 200,000 active; in the data active = TR-FRET ratio above about 2000; note: inactives centre near 1500
PPARg SRC1 recr = PPARgamma agonists recruiting SRC-1 coactivator, primary screen, biochemical | Peroxisome proliferator-activated receptor gamma (Homo sapiens), P37231 | PPARgamma-SRC-1 coactivator recruitment biochemical assay | activation, % at 8 µM | 0.41% of 200,000 active | AID 631, 2007; in the data active = activation above about 19%;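 note: 0% = DMSO and 100% = reference agonist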
Target sequence (P37231 whole entry, looked up): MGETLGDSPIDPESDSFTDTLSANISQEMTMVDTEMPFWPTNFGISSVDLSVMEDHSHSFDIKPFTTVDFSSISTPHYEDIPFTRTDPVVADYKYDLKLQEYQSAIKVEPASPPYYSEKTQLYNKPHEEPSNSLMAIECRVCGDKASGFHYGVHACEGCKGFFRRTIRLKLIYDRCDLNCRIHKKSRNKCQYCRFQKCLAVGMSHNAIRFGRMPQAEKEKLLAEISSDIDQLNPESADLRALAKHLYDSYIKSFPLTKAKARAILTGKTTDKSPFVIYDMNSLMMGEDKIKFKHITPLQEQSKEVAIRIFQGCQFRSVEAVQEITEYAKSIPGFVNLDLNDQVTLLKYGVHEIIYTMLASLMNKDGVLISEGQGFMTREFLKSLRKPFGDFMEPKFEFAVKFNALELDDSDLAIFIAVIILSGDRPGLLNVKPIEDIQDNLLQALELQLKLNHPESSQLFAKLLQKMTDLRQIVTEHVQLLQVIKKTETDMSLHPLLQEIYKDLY
Efa HMGR inh = inhibitors of E. faecalis class II HMGR, primary screen, biochemical, Enterococcus faecalis | purified E. faecalis HMGR, NADPH absorbance 340 nm kinetic | inhibition, % at 10 µM | 0.41% of 190,000 active | AID 1066, 2008;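 active = inhibition above a set limit, the median over all tested compounds plus 3 SD, cut at about 9.5% in these data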;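 note: enzyme runs in reverse so mevalonate oxidation gives rising NADPH absorbance; 0% = complete reaction with DMSO and 100% = background rate lacking mevalonate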
ROMK primary = ROMK potassium channel modulators, primary screen, cell-based, thallium flux, MLSMR library; Tet-inducible ROMK, thallium flux fluorescence; actives lie on both sides; 2% of 130,000 active; AID 1918, 2009; ATP-sensitive inward rectifier potassium channel 1 (Homo sapiens), P48048; B-score at 10 µM;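 active = signal ratio slope over the read window, or its plate-corrected B-score, at least 3 SD from the plate mean, either direction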;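 note: B-score of the F/F0 ratio slope over 7 to 12 s after thallium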
S1P3 antag = S1P3 receptor antagonists, primary screen, cell-based. 0.27% of 170,000 active. inhibition, % at 4.98 µM. CHO S1P3 NFAT-BLA reporter, FRET fluorescence, antagonist mode. Sphingosine 1-phosphate receptor 3 (Homo sapiens), Q99500;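 active = inhibition above the plate cutoff, the mean inhibition of test wells on that plate plus 3 SD, cut at about 28% in these data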;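 note: cells challenged with S1P at its EC80 of 0.8 µM; blue over green emission ratio from cleaved BLA substrate after 4 h stimulation; 0% = S1P-stimulated wells and 100% = unstimulated DMSO-only wells; some compounds past the cut are filed as inactive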
Target sequence (Q99500 whole entry, looked up): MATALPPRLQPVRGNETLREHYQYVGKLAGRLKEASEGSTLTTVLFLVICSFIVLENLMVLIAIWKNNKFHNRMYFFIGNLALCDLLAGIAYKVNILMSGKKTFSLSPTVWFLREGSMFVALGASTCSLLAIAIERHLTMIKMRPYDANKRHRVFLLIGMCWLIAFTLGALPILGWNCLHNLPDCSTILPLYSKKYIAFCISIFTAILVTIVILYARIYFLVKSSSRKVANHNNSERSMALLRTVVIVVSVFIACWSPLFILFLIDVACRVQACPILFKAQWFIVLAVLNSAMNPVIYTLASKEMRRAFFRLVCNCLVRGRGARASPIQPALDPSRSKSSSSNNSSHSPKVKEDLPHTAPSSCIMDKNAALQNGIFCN
PPARg SRC2 recr = agonists of PPARg-SRC-2 recruitment, primary screen, biochemical, HTS. Peroxisome proliferator-activated receptor gamma (Homo sapiens), P37231. PPARgamma LBD-SRC-2 recruitment. activation, % at 8 µM. 0.34% of 200,000 active; in the data active = activation above about 22%;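 note: 0% = vehicle and 100% = reference agonist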
RAM inhibit = inhibitors of the yeast RAM network, primary screen, dse1pr::URA3 reporter, 5-FOA selection; S. cerevisiae dse1pr::URA3 reporter, 5-FOA growth OD615, 2 d; analog-sensitive cbk1-as2 kinase mutant strain; inhibition, % at 50 µM; 1.8% of 190,000 active; AID 868, 2007;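 active = inhibition above a set limit, 3 SD over mean compound inhibition, cut at about 8.4% in these data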;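 note: 0% = DMSO-only wells with no growth and 100% = 10 µM 1-NA-PP1 full growth; inhibition rescues growth on 5-FOA so higher OD means more RAM inhibition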
Lmaj promast = Leishmania major promastigote growth inhibition, primary screen. Leishmania major promastigotes, resazurin fluorescence viability. inhibition, % at 10 µM. 9% of 200,000 active; in the data active = inhibition above about 50%;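 note: promastigotes grown with compound for 44 hours at 28 °C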
PPARg SRC-3 ag = PPARgamma agonists recruiting SRC-3 coactivator, primary screen, biochemical; activation, % at 8 µM; biochemical PPARgamma/SRC-3 coactivator recruitment assay; 0.26% of 200,000 active; Peroxisome proliferator-activated receptor gamma (Homo sapiens), P37231; in the data active = activation above about 23%;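 note: 0% = DMSO and 100% = reference agonist; some compounds past the cut are filed as inactive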
DTT redox prof = compounds producing H2O2 with reducing agent – biochemical, NIH compound library profiling, artefact control for MLSCN library redox annotation, primary screen; 0.03% of 200,000 active; DTT-dependent redox cycling H2O2, phenol red/HRP absorbance; 100% = 100 µM peroxide control, 0% = buffer; activation, % at 10 µM;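 active = activation of at least 50% relative to the plate's high and low controls in the primary single-dose screen; inactive = activation below 50%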;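 note: compound incubated with DTT at 0.8 mM final as the reducing agent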
bIAP inhibitor = bovine intestinal alkaline phosphatase inhibitors, primary screen, selectivity assay for TNAP inhibitor project, biochemical, bovine IAP, CDP-star luminescence | purified bovine IAP, 30 min | inhibition, % at 20 µM | 190,000 tested, under 10 active;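 active = over 50% inhibition of intestinal alkaline phosphatase at 20 µM in the single-dose screen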
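System: purified bovine intestinal alkaline phosphatase (IAP) enzyme; Input: IAP diluted 1/65,000,000 in the well; Measured by: CDP-star luminescence signal; Compound dosing: 20 µM single dose; Incubation: 30 min reaction at room temperature.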
An asterisk follows results filed as active.

What do the screens show for `COc1ccc(N2C(=O)C3ON(C4SC(=S)N(C)C4(C)C)C(c4ccc(Cl)cc4)C3C2=O)cc1` (stereo not drawn)?
SRC2 TRFRET art: 1448; PPARg SRC1 recr: 2.6; Efa HMGR inh: -0.2; ROMK primary: -0.985; S1P3 antag: -17.6; PPARg SRC2 recr: 2.4; RAM inhibit: 1.8; Lmaj promast: -4.7; PPARg SRC-3 ag: 4.5; DTT redox prof: -0.5; bIAP inhibitor: 10.0

Results for CCOC(=O)c1c(-c2ccccc2)csc1NC(=S)N(CC)CC ?
SRC2 TRFRET art: 1543; PPARg SRC1 recr: -3.1; Efa HMGR inh: -17.6; S1P3 antag: -5.5; PPARg SRC2 recr: 14.9; RAM inhibit: 7.5; Lmaj promast: 6.6; PPARg SRC-3 ag: 4.0; DTT redox prof: 0.8; bIAP inhibitor: -15.4

How did COc1cc(/C=C/C(=O)Nc2ccc(C(C)=O)cc2)cc(OC)c1OC do in these assays?
SRC2 TRFRET art: 1581; PPARg SRC1 recr: -5.6; Efa HMGR inh: -2.8; ROMK primary: -0.344; S1P3 antag: 8.3; PPARg SRC2 recr: -3.1; RAM inhibit: -0.3; Lmaj promast: 68.8*; PPARg SRC-3 ag: -3.5; DTT redox prof: 0.5; bIAP inhibitor: 20.3

How did COc1ccc(N2CCC(CNC(=O)Nc3ccc(OC)cc3OC)C2)cc1 (stereo not drawn) do in these assays?
SRC2 TRFRET art: 1543; PPARg SRC1 recr: 7.9; Efa HMGR inh: -9.7; S1P3 antag: -44.3; PPARg SRC2 recr: 13.3; RAM inhibit: 3.2; Lmaj promast: 2.8; PPARg SRC-3 ag: 15.7; DTT redox prof: 0.5; bIAP inhibitor: 5.3

Results for COc1cccc(Nc2nc(=O)[nH]nc2C)c1 ?
SRC2 TRFRET art: 1627; PPARg SRC1 recr: 4.0; Efa HMGR inh: 0.3; S1P3 antag: -13.5; PPARg SRC2 recr: 9.6; RAM inhibit: 0.9; Lmaj promast: -4.6; PPARg SRC-3 ag: 3.8; DTT redox prof: 0.7; bIAP inhibitor: 12.2

How did O=C(O)CCC(=O)N1N=C(c2ccco2)CC1c1cccs1 (stereo not drawn) do in these assays?
SRC2 TRFRET art: 1587; PPARg SRC1 recr: 7.3; Efa HMGR inh: 2.2; S1P3 antag: -7.9; PPARg SRC2 recr: 7.0; RAM inhibit: 1.9; Lmaj promast: -4.7; PPARg SRC-3 ag: -1.8; DTT redox prof: -0.1; bIAP inhibitor: 12.6

How did CCOC(=O)c1ccc(N2CSC3=C(C#N)C(c4cccs4)CC(=O)N3C2)cc1 (stereo not drawn) do in these assays?
SRC2 TRFRET art: 2211*; PPARg SRC1 recr: 7.1; Efa HMGR inh: 0.5; S1P3 antag: 95.8*; PPARg SRC2 recr: 19.9; RAM inhibit: 3.6; Lmaj promast: -8.1; PPARg SRC-3 ag: 18.8; DTT redox prof: -1.1; bIAP inhibitor: 12.5

What do the screens show for `Fc1ccccc1N1CCN(Cc2nc(-c3ccccc3)no2)CC1`?
SRC2 TRFRET art: 1375; PPARg SRC1 recr: -0.3; Efa HMGR inh: 0.5; S1P3 antag: 8.7; PPARg SRC2 recr: -2.1; RAM inhibit: -0.7; Lmaj promast: -7.2; PPARg SRC-3 ag: 0.3; DTT redox prof: 0.6; bIAP inhibitor: 0.0

What do the screens show for `COc1ccc(NC(=S)NC(NC(=O)C(C)C)C(Cl)(Cl)Cl)c([N+](=O)[O-])c1` (stereo not drawn)?
SRC2 TRFRET art: 1419; PPARg SRC1 recr: -1.8; Efa HMGR inh: 0.9; ROMK primary: -1.2; PPARg SRC2 recr: -2.7; RAM inhibit: 4.9; Lmaj promast: 1.2; PPARg SRC-3 ag: 3.1; DTT redox prof: -4.2; bIAP inhibitor: 3.4

How did CCN(CC)CCC(=O)Nc1ccc2c(c1)N(C(=O)CN(CC)CC)c1ccccc1CC2 do in these assays?
SRC2 TRFRET art: 1609; PPARg SRC1 recr: 1.2; PPARg SRC2 recr: 3.6; RAM inhibit: 0.0; Lmaj promast: 6.0; PPARg SRC-3 ag: -1.3; DTT redox prof: -8.9; bIAP inhibitor: -12.5

How did O=C(O)CCCn1c(=S)[nH]c2c(sc3ccc([N+](=O)[O-])cc32)c1=O do in these assays?
SRC2 TRFRET art: 1705; PPARg SRC1 recr: 7.2; Efa HMGR inh: -1.1; ROMK primary: -0.813; S1P3 antag: -13.8; PPARg SRC2 recr: 4.5; RAM inhibit: 3.6; Lmaj promast: -7.6; PPARg SRC-3 ag: 4.8; DTT redox prof: -0.7; bIAP inhibitor: 5.9

How did Cn1ncc(Cl)c1C(=O)N1CCCc2ccccc21 do in these assays?
SRC2 TRFRET art: 1715; PPARg SRC1 recr: 0.7; Efa HMGR inh: -2.5; ROMK primary: 0.815; PPARg SRC2 recr: 10.1; RAM inhibit: -0.3; Lmaj promast: 1.6; PPARg SRC-3 ag: 0.7; DTT redox prof: -0.2; bIAP inhibitor: 14.3

Results for S=C(N=Nc1ccccc1)NNc1ccccc1 ?
SRC2 TRFRET art: 1652; PPARg SRC1 recr: 4.4; Efa HMGR inh: -0.7; S1P3 antag: -3.5; PPARg SRC2 recr: -1.3; RAM inhibit: -0.8; Lmaj promast: -1.6; PPARg SRC-3 ag: -1.0; DTT redox prof: 0.5; bIAP inhibitor: -1.4

Results for Cc1ccc2[nH]c(C)c(CCNC(=O)c3c(N)no[n+]3[O-])c2c1 ?
SRC2 TRFRET art: 1457; PPARg SRC1 recr: 1.2; Efa HMGR inh: -6.0; ROMK primary: -0.0397; S1P3 antag: 12.1; PPARg SRC2 recr: 4.8; RAM inhibit: 6.2; Lmaj promast: -4.4; PPARg SRC-3 ag: 2.1; DTT redox prof: 0.2; bIAP inhibitor: -7.8

Results for CC(=O)Nc1cccc(/C(C)=N/NC(=O)c2cccc(S(=O)(=O)N3CCOCC3)c2)c1 ?
SRC2 TRFRET art: 1583; PPARg SRC1 recr: 4.2; Efa HMGR inh: -6.6; ROMK primary: -0.353; S1P3 antag: -17.0; PPARg SRC2 recr: 10.3; RAM inhibit: -0.1; Lmaj promast: -4.7; PPARg SRC-3 ag: 10.5; DTT redox prof: -3.8; bIAP inhibitor: 7.2

Results for Cc1ccc(S(=O)(=O)N2CCCC(c3nc(-c4ccc(C)o4)no3)C2)cc1 (stereo not drawn) ?
SRC2 TRFRET art: 1305; PPARg SRC1 recr: -2.3; Efa HMGR inh: -2.6; ROMK primary: -0.232; PPARg SRC2 recr: -6.9; RAM inhibit: 1.2; Lmaj promast: 7.1; PPARg SRC-3 ag: 6.6; DTT redox prof: 0.2; bIAP inhibitor: 0.5

What do the screens show for `COc1ccc(Cn2nnnc2CN2CCN(c3ccc(OC)cc3)CC2)cc1`?
SRC2 TRFRET art: 1739; PPARg SRC1 recr: 10.8; Efa HMGR inh: -1.0; ROMK primary: 0.0505; S1P3 antag: -8.3; PPARg SRC2 recr: 3.0; RAM inhibit: 3.6; Lmaj promast: 16.7; PPARg SRC-3 ag: 3.8; DTT redox prof: 0.7; bIAP inhibitor: -5.9

Results for COc1cccc(N/C(N)=N/c2nc(C(F)(F)F)cc(C(F)(F)F)n2)c1 ?
SRC2 TRFRET art: 1626; PPARg SRC1 recr: 0.6; Efa HMGR inh: -4.3; ROMK primary: 0.932; S1P3 antag: 1.4; PPARg SRC2 recr: -1.9; RAM inhibit: -0.2; Lmaj promast: 12.1; PPARg SRC-3 ag: -1.4; DTT redox prof: -0.7; bIAP inhibitor: -1.4

How did CC(=O)c1ccc(S(=O)(=O)N(Cc2cc3cc4c(cc3[nH]c2=O)OCCO4)CC2CCCO2)cc1 (stereo not drawn) do in these assays?
SRC2 TRFRET art: 1543; PPARg SRC1 recr: 11.1; Efa HMGR inh: -6.7; S1P3 antag: -33.6; PPARg SRC2 recr: -5.1; RAM inhibit: 2.0; Lmaj promast: 3.4; PPARg SRC-3 ag: -11.6; DTT redox prof: 1.3; bIAP inhibitor: 13.6

How did CC(C)c1cc(C(=O)Nc2cccc(Cl)c2)no1 do in these assays?
SRC2 TRFRET art: 1325; PPARg SRC1 recr: -5.6; Efa HMGR inh: 0.0; S1P3 antag: 8.3; PPARg SRC2 recr: -3.7; RAM inhibit: -1.2; Lmaj promast: -0.4; PPARg SRC-3 ag: 0.2; DTT redox prof: 3.0; bIAP inhibitor: 22.8

Results for CCOc1ccccc1NC(=S)N(CCN(C)C)C(C)c1ccncc1 (stereo not drawn) ?
SRC2 TRFRET art: 1536; PPARg SRC1 recr: -1.9; Efa HMGR inh: -1.4; S1P3 antag: -23.0; PPARg SRC2 recr: 0.7; RAM inhibit: 0.2; Lmaj promast: 9.1; PPARg SRC-3 ag: -0.3; DTT redox prof: -1.2; bIAP inhibitor: -31.0

How did Cc1ccc2nc(-c3cccc(S(=O)(=O)N(C)C)c3)cn2c1 do in these assays?
SRC2 TRFRET art: 1525; PPARg SRC1 recr: 3.9; Efa HMGR inh: 2.3; ROMK primary: -0.00656; S1P3 antag: 15.1; PPARg SRC2 recr: 10.6; RAM inhibit: 1.2; Lmaj promast: 17.3; PPARg SRC-3 ag: 2.3; DTT redox prof: 0.2; bIAP inhibitor: 0.4

Results for Cc1cc(C(=O)Nc2ccc(C)c(S(=O)(=O)N3CCOCC3)c2)c(C)o1 ?
SRC2 TRFRET art: 1441; PPARg SRC1 recr: 10.8; Efa HMGR inh: -0.4; ROMK primary: 0.922; S1P3 antag: 4.7; PPARg SRC2 recr: 1.3; RAM inhibit: -0.1; Lmaj promast: 2.1; PPARg SRC-3 ag: 3.8; DTT redox prof: 0.9; bIAP inhibitor: 3.0

Structures listed so far that contain a COOH group:
How did O=C(O)CCC(=O)N1N=C(c2ccco2)CC1c1cccs1 (stereo not drawn) do in these assays?
SRC2 TRFRET art: 1587; PPARg SRC1 recr: 7.3; Efa HMGR inh: 2.2; S1P3 antag: -7.9; PPARg SRC2 recr: 7.0; RAM inhibit: 1.9; Lmaj promast: -4.7; PPARg SRC-3 ag: -1.8; DTT redox prof: -0.1; bIAP inhibitor: 12.6

How did O=C(O)CCCn1c(=S)[nH]c2c(sc3ccc([N+](=O)[O-])cc32)c1=O do in these assays?
SRC2 TRFRET art: 1705; PPARg SRC1 recr: 7.2; Efa HMGR inh: -1.1; ROMK primary: -0.813; S1P3 antag: -13.8; PPARg SRC2 recr: 4.5; RAM inhibit: 3.6; Lmaj promast: -7.6; PPARg SRC-3 ag: 4.8; DTT redox prof: -0.7; bIAP inhibitor: 5.9
